Compound activity as filed in PubChem BioAssay.
Glioma ERSR ind = inducers of ER stress response in human glioma cells. U87-MG GRP78 promoter luciferase reporter, 16 h. Potency, µM, without a hit: at the highest dose activation, most hits filed as activators. 420,000 tested, 0.02% active; also: potency is read from the fitted curve at half-maximal effect; series mostly up to about 76 µM; % of control where 0% means no effect; nearly all actives have a fitted effect of over 35% in size
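Stably transfected U87-MG human glioma cells carrying a GRP78-based luminescent sensor were seeded at 1000 cells/well, pin-dosed with compounds and incubated 16 h. Luciferase reagent was then added, and end-point luminescence was read after 10 min at room temperature.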
LDHA block = LDHA (human) enzyme inhibition; P00338; purified LDHA, NADH/diaphorase-resazurin fluorescence; active compounds read low; activity change, % (values are at about 110 or 230 µM); 480,000 tested, 0.15% active; AID 1347041; in the data active = activity change below about -30%; inconclusive = mostly about -25% to -30%;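 also: plate controls were DMSO wells for no effect and wells without enzyme for full effect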
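Human LDH5 (2 nM) was incubated with 0.06 mM NADH and 0.2 mM pyruvate for 5 min at room temperature in Tris pH 7.4. Remaining NADH was coupled through diaphorase/resazurin, and resorufin fluorescence was read at 0 and 20 min.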
Vif-A3G inh = inhibitors of Vif-APOBEC3G interaction; 410,000 tested, 0.076% active; Potency, µM (series often up to 46.1 µM), without a hit: top-dose activity, negative = active, most hits filed as inhibitors; AID 602310; HeLa A3G-eYFP + Vif (tagged APOBEC3G with the HIV-1 protein that degrades it), YFP fluorescence, overnight;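 also: potency is read from the fitted curve at half-maximal effect; % is scaled to controls: 0 for no effect and ±100 for the full control effect; nearly all actives have a fitted effect of over 60% in size; hits raise eYFP signal because A3G escapes Vif-driven loss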
Target sequence (Q9HC16 whole entry, looked up): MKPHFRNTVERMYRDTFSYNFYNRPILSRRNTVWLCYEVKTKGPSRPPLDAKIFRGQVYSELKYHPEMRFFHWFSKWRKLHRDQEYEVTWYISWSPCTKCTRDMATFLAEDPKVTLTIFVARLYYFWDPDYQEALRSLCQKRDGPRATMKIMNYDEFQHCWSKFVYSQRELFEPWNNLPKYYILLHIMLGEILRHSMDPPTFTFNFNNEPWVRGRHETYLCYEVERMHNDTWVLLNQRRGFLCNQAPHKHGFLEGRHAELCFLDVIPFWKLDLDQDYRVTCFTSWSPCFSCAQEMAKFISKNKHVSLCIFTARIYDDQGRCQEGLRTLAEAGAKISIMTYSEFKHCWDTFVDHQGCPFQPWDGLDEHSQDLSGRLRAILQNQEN
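Read-out is eYFP fluorescence (Ex 488/Em 500-530) from Vif-expressing HeLa A3G-eYFP cells; more signal means A3G escaped Vif-mediated degradation. Cells plated overnight, compound pinned in, incubated overnight at 37 deg C.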
* = called active by the depositor; ? = inconclusive. Unless noted, calls follow the shape of the dose curve; as a rule, active = well fitted curve in the direction sought with a large enough effect; inconclusive = small, poorly fitted or top-dose-only effect, or another doubt; inactive = no such curve, though single readings can be large; an effect the other way counts as inactive or inconclusive. These rows are one share of the data; rates above refer to the full screens.

Structure | Vif-A3G inh | Glioma ERSR ind | LDHA block
Cc1ccc(CN2CC(N3CCN(c4ccccn4)CC3)CS2(=O)=O)cc1 (stereo not drawn) | -1% | -4% | 1
COc1ccc(-c2nn(-c3ccccc3)cc2CNC[C@H]2O[C@@H](n3ccc(=O)[nH]c3=O)[C@H](O)[C@@H]2O)cc1 | 0% | -3% | -4
CC1(C(=O)NCCC#N)CCN1C(=O)C1(c2ccccc2)CC1 (stereo not drawn) | -2% | -3% | 1
OC(c1ccccc1)(c1nc(-c2ccc3c(c2)OCO3)cs1)C(F)(F)F (stereo not drawn) | -27% | -6% | -4
CC(=O)N1C[C@@H](CO)[C@@H](N(C)C(=O)c2ccco2)C[C@H]1c1ccccc1 | 1% | -5% | -14
CC(O)(c1cccc(F)c1)c1nc(/C=C/c2ccccc2)cs1 (stereo not drawn) | -8% | -4% | -11
CCNC(=O)C1(C)CCN(C(=O)c2c(F)ccc(C)c2F)C1 (stereo not drawn) | 0% | -3% | -1
COc1ccc(C#Cc2cccc(-c3nc(C(=O)NCCCN4CCOCC4)cc4c3[C@H](CCO)N(S(=O)C(C)(C)C)C4)c2)cc1OC (stereo partly drawn) | 1% | 1% | -3
COc1cccc2cc(C(=O)N(Cc3cccs3)Cc3cccs3)c(=O)oc12 | 0% | -2% | -7
COc1ccccc1-c1cccc(-c2nc(C(=O)N3CCCCC3)cc3c2[C@@H](CCO)N(S(=O)C(C)(C)C)C3)c1 (stereo partly drawn) | 0% | 0% | -7
COc1ccccc1-c1cnc(C(O)c2ccc(F)c(C)c2)[nH]1 (stereo not drawn) | -2% | -4% | -7
CC1(C(=O)Nc2ccc3[nH]ncc3c2)CCN1C(=O)CC(c1ccccc1)c1ccccc1 (stereo not drawn) | -2% | -2% | 2
C=CCNc1ncnc2c1ncn2[C@H]1CN(Cc2ccccc2)C[C@@H](CO)O1 | -5% | 1% | -7
Cc1ccccc1-c1cnc(C(O)c2ccc(F)c(F)c2)[nH]1 (stereo not drawn) | 0% | 4% | -11
CC1(C(=O)NS(=O)(=O)c2cccc(OC(F)F)c2)CCN1C(=O)C/C=C/c1ccccc1 (stereo not drawn) | -1% | -3% | -8
CN(C)c1ccc(-c2csc(C(O)c3cccc(Cl)c3)n2)cc1 (stereo not drawn) | -13% | 3% | -1
CNc1ccc(-c2cccc(CO)c2)cn1 | -2% | 2% | -12
CCCCN(C=O)c1c(CC)nc2c(OCc3ccc(Cl)cc3)cccn12 | 1% | -4% | -11
CCc1nc2ccc(C(=O)Nc3cc(-c4ccccc4)ccc3OC)cn2c1N(C)C(=O)c1cccc(OC)c1 | 1% | -3% | -2
COc1ccc(C(=O)Nc2nc(OCC(F)(F)F)cnc2/C=C\c2ccccc2)c(OC)c1 | -1% | -1% | -3
CCc1nc2ccc(C(=O)NCCCN3CCCC3=O)cn2c1N(CC)CCOC | -4% | -5% | -10
CC(=O)c1cccc(-c2cnc3c(NC=O)cc(-c4ccc(N(C)C)cc4)cn23)c1 | -27% | 2% | 10
Clc1cccc(CNc2ccn3nc(-c4ccco4)cc3n2)c1 | -7% | 6% | -7
CCCCN(C=O)c1c(CC)nc2ccc(C(=O)N(C)Cc3ccco3)cn12 | -1% | -4% | -4
Cn1nc(C(C)(C)C)cc1C(=O)N1CCCC(c2cc(C(=O)Nc3ccccc3Cl)no2)C1 (stereo not drawn) | -1% | -1% | 4
CC(C)(C)c1ccc(CC(=O)N2CCC2(C)C(=O)NS(=O)(=O)Cc2ccccc2)cc1 (stereo not drawn) | -2% | -1% | -2
CC(=O)c1ccc(Nc2nc(C(N)Cc3ccc(Cl)cc3)cs2)cc1 (stereo not drawn) | -24% | -8% | -9
O=C(NCc1ccc(F)cc1)c1cc(C2CCCCN2S(=O)(=O)c2ccc(F)cc2F)on1 (stereo not drawn) | 0% | -3% | -2
OC(c1cccc(Cl)c1)c1ncc(-c2cccc3ccccc23)[nH]1 (stereo not drawn) | -22% | -3% | -12
CC1(C(=O)NS(=O)(=O)c2ccc(F)cc2F)CCN1C(=O)CC1CC1 (stereo not drawn) | 0% | -1% | -6
CC(=O)NCCNC(=O)C1(C)Cc2c(-c3cccc(C(N)=O)c3)ccnc2O1 (stereo not drawn) | 3% | 0% | -3
CCC(CC)C(=O)N(C)c1c(C)nc2c(OCc3cc(Cl)cc(Cl)c3)cccn12 | -17% | -1% | 7
CC1(C(=O)NS(=O)(=O)c2cccc(F)c2)CCN1C(=O)Cc1ccccc1Cl (stereo not drawn) | 1% | -3% | -1
NC(c1csc(NC(=O)c2cccc(OC(F)(F)F)c2)n1)c1ccccc1Cl (stereo not drawn) | -24% | 2% | -12
CN1CCN(C(=O)c2cccc(-c3ccc4nccn4c3)c2)CC1 | 0% | -4% | -3
Cc1c(C(=O)NCc2ccc(C#N)cc2)sc(=O)n1Cc1ccccn1 | 0% | 1% | -8
Cc1ccc(C(NC(=O)C2CCN(Cc3ccc(Oc4ccccc4)cc3)CC2)c2ccccn2)cc1 (stereo not drawn) | -4% | -4% | -7
NC(CO)c1csc(NC(=O)Nc2ccccc2Cc2ccccc2)n1 (stereo not drawn) | -1% | 2% | -1
COCCNC(=O)C1(C)CCN(Cc2cccc(Oc3ccccc3)c2)C1 (stereo not drawn) | 1% | -3% | -11
O=C(Nc1ccccc1)c1cc(C2COCCN2C(=O)C2CC2)on1 (stereo not drawn) | -1% | 1% | -11
O=C(NCCO)c1cccc(-c2cccc3nccn23)c1 | -2% | -2% | -5
CCCCC1Cc2[nH]c(=S)[nH]c(=O)c2C(c2ccc(Cl)cc2)O1 (stereo not drawn) | -3% | -2% | -16
CC(=O)Nc1cc(-c2cccc(C(=O)NCCN(C)C)c2)cn2c(-c3ccccc3)cnc12 | 1% | 0% | -8
COCCNC(=O)C1(C)CCCN(C(=O)c2cc(F)cc(F)c2)C1 (stereo not drawn) | 1% | -3% | -1
COc1ccc(F)cc1-c1cc(C(=O)Nc2ccc(NC(C)=O)cc2)[nH]n1 | -9% | 0% | -6
COc1cccc(C(NC(C)=O)c2nc(-c3ccc(F)c(Cl)c3)cs2)c1 (stereo not drawn) | -4% | 1% | -2
O=C(c1[nH]c(C(F)(F)F)nc1-c1ccccc1)N1CCN(C/C=C/c2ccccc2)CC1 | -1% | -2% | -7
N#Cc1nc(-c2ccc(OCc3ccc(Cl)cc3)cc2)oc1N1CCCC1 | -4% | 0% | -8
Brc1cccc[n+]1CCCCCC[n+]1ccccc1Br | 4% | -4% | -60*
O=C(/C=C/[C@H]1O[C@@H](n2ccc(=O)[nH]c2=O)[C@H](O)[C@@H]1O)NCCN1CCCCC1 | 2% | -2% | 1

2 compounds from above, limited to LDHA block and Vif-A3G inh:
canonical_smiles | LDHA block | Vif-A3G inh
CCC(CC)C(=O)N(C)c1c(C)nc2c(OCc3cc(Cl)cc(Cl)c3)cccn12 | 7 | -17%
O=C(/C=C/[C@H]1O[C@@H](n2ccc(=O)[nH]c2=O)[C@H](O)[C@@H]1O)NCCN1CCCCC1 | 1 | 2%

The results go on:
Structure | Vif-A3G inh | Glioma ERSR ind | LDHA block
O=c1[nH]cnc2c1ncn2[C@H]1C[C@H](O)[C@@H](CO)O1 | -9% | 1% | -2
CCNc1nc(NC(C)C)nc(-c2ccncc2)n1 | -4% | -2% | -3
CCCNC(=O)C1(C)CCCN(C(=O)c2cc(F)cc(F)c2)C1 (stereo not drawn) | 0% | -5% | -8
CC(=O)c1cccc(-c2ccnc3c2CC(C(=O)NCc2ccccc2)O3)c1 (stereo not drawn) | -41% | -2% | -6
Cc1ccc(Cc2c(-c3cccc(Cl)c3)nc3ccc(Cl)cn23)cc1 | -3% | 1% | -8
COCCNC(=O)C1(C)Cc2c(-c3cccc(C(F)(F)F)c3)ccnc2O1 (stereo not drawn) | ? | 1% | -1
COc1cccc(Nc2nc(C(N)COCc3ccccc3)cs2)n1 (stereo not drawn) | -27% | -3% | -5
C/C=C(\NNC(C)=O)c1ccc(O)cc1 | -12% | -2% | -7
CCCNC(=O)c1cc(C2CCCCN2C(=O)c2ccc(NC(C)=O)cc2)on1 (stereo not drawn) | 2% | -3% | -13
O=S(=O)(c1ccc2c(c1)CCCC2)N1CCN(c2nc(-c3ccccc3)nc3ccccc23)CC1 | 3% | -2% | 3
COc1ccc(CN2C[C@@H](CO)O[C@@H](n3cnc4c(NCCN(C)C)ncnc43)C2)cc1 | 0% | -1% | -3
OC(c1ccco1)c1nc(-c2cccs2)cs1 (stereo not drawn) | 1% | 4% | -2
Cc1cccc(C)c1NC(=O)c1csc([C@H]2C[C@H](O)[C@@H](CO)O2)n1 | 0% | -2% | -8
CNc1nc(NCc2ccc(C)cc2C)c2sccc2n1 | -2% | 4% | -4
O=S1(=O)CC(N2CCN(c3ncccn3)CC2)CN1Cc1ccc(F)cc1 (stereo not drawn) | 2% | -1% | -9
CNc1cncc(-c2ccc(O)cc2)n1 | 0% | 0% | 5
COc1cc(OC)nc(C(NC(=O)C2CCN(Cc3ccc(Oc4ccccc4)cc3)CC2)c2ccccc2C)n1 (stereo not drawn) | -2% | -3% | -5
CC1(CO)CCCC1NCCNC1CCCC1(C)CO (stereo not drawn) | 1% | 1% | -9
CCCS(=O)(=O)NC(=O)C1(C)CCN(C(=O)c2snnc2C)C1 (stereo not drawn) | 0% | -2% | -2
Cc1cn([C@H]2C[C@H](O)[C@@H](CCC(=O)NCC3CCCO3)O2)c(=O)[nH]c1=O (stereo partly drawn) | 4% | -4% | 0
Cc1cc(F)ccc1-c1cc(C(=O)NCC2CCCCC2)[nH]n1 | -4% | -2% | -1
COc1ccc(S(=O)(=O)N2CCCCC2c2cc(C(=O)NCc3ccccc3)no2)cc1 (stereo not drawn) | -1% | 0% | -8
CCc1nc2ccc(C(=O)N3CCCCC3)cn2c1N(C)CCCc1ccccc1 | -1% | -3% | -8
OC[C@@H]1CN(Cc2ccc3c(c2)OCO3)C[C@H](n2cnc3c(NCc4ccco4)ncnc32)O1 | -3% | -4% | -7
CCOC(=O)C1(C)CCN1C(=O)c1ccc2ccccc2c1 (stereo not drawn) | -4% | 2% | -11

Compound profiles, as listed above. Screens in order: Vif-A3G inh	Glioma ERSR ind	LDHA block
Profile of O=S(=O)(c1ccc2c(c1)CCCC2)N1CCN(c2nc(-c3ccccc3)nc3ccccc23)CC1 → 3%	-2%	3
Profile of COc1cc(OC)nc(C(NC(=O)C2CCN(Cc3ccc(Oc4ccccc4)cc3)CC2)c2ccccc2C)n1 (stereo not drawn) → -2%	-3%	-5
Profile of CC(=O)c1cccc(-c2ccnc3c2CC(C(=O)NCc2ccccc2)O3)c1 (stereo not drawn) → -41%	-2%	-6

(cont.)
Structure | Vif-A3G inh | Glioma ERSR ind | LDHA block
CC(C)NC(=O)C1(C)CCN1C(=O)c1ccccc1F (stereo not drawn) | 1% | -4% | -7
CC(=O)NC(c1cccc(F)c1)c1nc(-c2cccs2)cs1 (stereo not drawn) | -1% | -3% | -3
Cc1cc2nc(-c3ccco3)c(CC(C)(C)C)n2c(C)c1Br | -3% | -4% | 6
Nc1nc(Cl)nc2c1ncn2C1CCC(CO)O1 (stereo not drawn) | 2% | -1% | -2
Cc1cccc(CN2CCN(C3CN(Cc4cn(Cc5ccccc5F)nn4)S(=O)(=O)C3)CC2)c1 (stereo not drawn) | -2% | -5% | -6
COc1ccc(-c2ccc(C(=O)NCCc3ccccc3)c3occc23)c(C)c1 | -7% | 3% | -4
CNc1nc(Nc2ccc(C(=O)OC)cc2)c2sccc2n1 | -3% | -5% | -4
CCc1nc2c(OCc3ccc(C#N)cc3)cccn2c1N(C)C(=O)C(C)C | 2% | 2% | 1
CN(C)c1cc(C(=O)N(C)c2ccccc2)ncn1 | 0% | -1% | 3
COCCNC(=O)C1(C)CCCN(Cc2cc(-c3ccccc3)nn2C)C1 (stereo not drawn) | 4% | -1% | -10
COC(=O)c1cnc(Nc2nc(C(N)Cc3ccc(Cl)cc3)cs2)nc1C(F)(F)F (stereo not drawn) | -8% | -7% | -18
Clc1nc(NCC2CCCO2)c2[nH]cnc2n1 (stereo not drawn) | 0% | -2% | -7
COc1ccc(NC(=O)C2(C)CCN2Cc2csc3ccccc23)cc1OC (stereo not drawn) | -4% | ? | 3
